IDE inh – human IDE inhibitors in live cells, primary screen, fluorescence polarization, HEK cells, FAbetaB substrate; FAbetaB cleavage; actives 0.41% (n = 320,000); inhibition, % at 5.59 µM; Insulin-degrading enzyme (Homo sapiens), P14735;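 active = percent inhibition above the average of all tested compounds plus 3 SD, set per screening campaign, cut at about 16% in these data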;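 note: IDE supplied by intact live HEK cells; FP after avidin binding of uncleaved biotin substrate so inhibition keeps polarization high; 0% = DMSO wells and 100% = 60 µM reference IDE inhibitor Ii1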
Target sequence (P14735 whole entry, looked up): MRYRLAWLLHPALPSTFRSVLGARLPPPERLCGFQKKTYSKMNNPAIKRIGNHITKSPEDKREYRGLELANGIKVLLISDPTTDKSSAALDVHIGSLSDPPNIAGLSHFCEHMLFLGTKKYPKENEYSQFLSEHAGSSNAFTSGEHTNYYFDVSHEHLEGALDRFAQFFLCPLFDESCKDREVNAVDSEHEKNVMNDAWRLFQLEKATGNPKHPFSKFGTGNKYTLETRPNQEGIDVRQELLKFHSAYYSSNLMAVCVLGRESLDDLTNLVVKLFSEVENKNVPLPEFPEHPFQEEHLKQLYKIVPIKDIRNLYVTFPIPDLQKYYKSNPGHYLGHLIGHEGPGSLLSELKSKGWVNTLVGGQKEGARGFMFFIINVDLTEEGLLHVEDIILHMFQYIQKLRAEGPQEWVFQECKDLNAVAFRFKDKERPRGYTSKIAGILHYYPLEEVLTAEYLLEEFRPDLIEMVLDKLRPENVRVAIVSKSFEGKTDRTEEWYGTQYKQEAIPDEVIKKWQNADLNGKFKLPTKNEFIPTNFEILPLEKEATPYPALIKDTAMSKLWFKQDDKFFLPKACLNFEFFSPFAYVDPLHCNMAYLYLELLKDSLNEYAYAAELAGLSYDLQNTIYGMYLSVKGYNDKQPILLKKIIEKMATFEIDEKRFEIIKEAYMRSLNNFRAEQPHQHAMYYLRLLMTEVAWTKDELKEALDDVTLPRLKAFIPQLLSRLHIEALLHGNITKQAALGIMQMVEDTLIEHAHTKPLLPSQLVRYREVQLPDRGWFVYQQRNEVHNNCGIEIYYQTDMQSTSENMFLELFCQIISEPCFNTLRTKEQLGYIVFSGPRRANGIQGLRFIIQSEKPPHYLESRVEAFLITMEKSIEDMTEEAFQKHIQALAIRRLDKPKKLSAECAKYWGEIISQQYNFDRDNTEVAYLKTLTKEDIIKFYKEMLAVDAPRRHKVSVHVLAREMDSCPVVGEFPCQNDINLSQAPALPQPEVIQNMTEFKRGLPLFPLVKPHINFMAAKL
IDE cell activ – human IDE activators in live cells, primary screen, fluorescence polarization, HEK cells, FAbeta-B substrate | activation, % at 5.96 µM | AID 493087, 2011 | FAbeta-B cleavage; 0% vehicle, 100% cell-free pure enzyme wells | actives 0.073% (n = 340,000) | Insulin-degrading enzyme (Homo sapiens), P14735;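 active = activation above the mean of all tested compounds plus 3 SD, set per screening campaign, cut at about 17% in these data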
Numbers without * were called inactive. Not all compounds are listed. The share of hits here may be higher or lower than overall.

compound,IDE inh,IDE cell activ
Cn1cc(C(=O)OCC(=O)Nc2ccccc2)c2ccccc21,-3,4
COC(=O)C1=C(c2cccc(Cl)c2)C[C@@H]2CC[C@H]1N2C(=O)NCC1CC1,-3,3
C=CCN1C[C@@H](C)N(C(c2ccc(C(=O)N(CC)CC)cc2)c2cccc(OC)c2)C[C@@H]1C (stereo not given in full),1,5
COC(=O)C1=C(c2ccc(F)cc2F)C[C@@H]2CC[C@H]1N2C(=O)NCc1ccc(F)cc1,0,4
COc1cc2c(c(OC)c1OC)-c1ccc(C(=O)O)cc1[C@@H](NC(C)=O)CC2,2,0
CCCN(CCC)C1CCc2ccc(O)cc2C1 (stereo not given),-5,-1
Cc1ccc(OC(F)F)c(N2C(=O)C3C4CCC(O4)C3C2=O)c1 (stereo not given),1,2
COc1ccc2c(c1)[C@]13CCCCC1C(C2)N(C)CC3 (stereo not given in full),-2,0
CN1C(=O)NC(=O)C(C)(C2=CCCCC2)C1=O (stereo not given),5,1
CC(C)Nc1ccc(Nc2ccccc2)cc1,3,-4
COC(=O)C1=C(c2ccc3ccccc3c2)C[C@@H]2CC[C@H]1N2C(=O)N1CCCCC1,5,4
COC(=O)C1=C(c2ccc(F)cc2OCc2ccccc2)C[C@@H]2CC[C@H]1N2C(=O)NCc1cccc(F)c1,2,4
COC(=O)C1=C(c2ccc(OC)c(OC)c2)C[C@@H]2CC[C@H]1N2C(=O)NCc1cccc2ccccc12,10,-2
O=S1(=O)N(CCN2CC=C(c3c[nH]c4cc(F)ccc34)CC2)c2cccc3c2N1CCC3,4,1
Cc1ccc(S(=O)(=O)c2nc(-c3ccccc3Cl)oc2N(C)C2CCN(C)CC2)cc1,-3,2
CCCNC(=O)N1[C@H]2CC[C@@H]1C(C(=O)OC)=C(c1ccc(F)cc1OCc1ccccc1)C2,-1,2
CC1C2Cc3ccc(O)cc3[C@]1(C)CCN2CCc1ccccc1 (stereo not given in full),6,1
O[C@@H]1CCCN2CCc3c([nH]c4ccccc34)[C@H]12,10,0
COC(=O)C1=C(c2ccccc2OCc2ccccc2)C[C@@H]2CC[C@H]1N2C(=O)NCCN1CCOCC1,-3,-4
COC(=O)C1=C(c2ccc3ccccc3c2)C[C@@H]2CC[C@H]1N2C(=O)NCCO,-5,1

17 of these compounds in a different format:
Second line of a record: IDE inh	IDE cell activ
> Cn1cc(C(=O)OCC(=O)Nc2ccccc2)c2ccccc21
 : -3	4
> COC(=O)C1=C(c2cccc(Cl)c2)C[C@@H]2CC[C@H]1N2C(=O)NCC1CC1
 : -3	3
> C=CCN1C[C@@H](C)N(C(c2ccc(C(=O)N(CC)CC)cc2)c2cccc(OC)c2)C[C@@H]1C (stereo not given in full)
 : 1	5
> COC(=O)C1=C(c2ccc(F)cc2F)C[C@@H]2CC[C@H]1N2C(=O)NCc1ccc(F)cc1
 : 0	4
> COc1cc2c(c(OC)c1OC)-c1ccc(C(=O)O)cc1[C@@H](NC(C)=O)CC2
 : 2	0
> CCCN(CCC)C1CCc2ccc(O)cc2C1 (stereo not given)
 : -5	-1
> Cc1ccc(OC(F)F)c(N2C(=O)C3C4CCC(O4)C3C2=O)c1 (stereo not given)
 : 1	2
> COc1ccc2c(c1)[C@]13CCCCC1C(C2)N(C)CC3 (stereo not given in full)
 : -2	0
> CN1C(=O)NC(=O)C(C)(C2=CCCCC2)C1=O (stereo not given)
 : 5	1
> CC(C)Nc1ccc(Nc2ccccc2)cc1
 : 3	-4
> COC(=O)C1=C(c2ccc3ccccc3c2)C[C@@H]2CC[C@H]1N2C(=O)N1CCCCC1
 : 5	4
> COC(=O)C1=C(c2ccc(F)cc2OCc2ccccc2)C[C@@H]2CC[C@H]1N2C(=O)NCc1cccc(F)c1
 : 2	4
> COC(=O)C1=C(c2ccc(OC)c(OC)c2)C[C@@H]2CC[C@H]1N2C(=O)NCc1cccc2ccccc12
 : 10	-2
> O=S1(=O)N(CCN2CC=C(c3c[nH]c4cc(F)ccc34)CC2)c2cccc3c2N1CCC3
 : 4	1
> Cc1ccc(S(=O)(=O)c2nc(-c3ccccc3Cl)oc2N(C)C2CCN(C)CC2)cc1
 : -3	2
> CCCNC(=O)N1[C@H]2CC[C@@H]1C(C(=O)OC)=C(c1ccc(F)cc1OCc1ccccc1)C2
 : -1	2
> CC1C2Cc3ccc(O)cc3[C@]1(C)CCN2CCc1ccccc1 (stereo not given in full)
 : 6	1

(more compounds)
compound,IDE inh,IDE cell activ
Cc1nc2ccc(Br)cc2c(=O)n1-c1ccc([N+](=O)[O-])c(C(F)(F)F)c1,1,4
CCC(=O)C(CCN1CCOCC1)(c1ccccc1)c1ccccc1,-4,2
COc1ccc(C(=O)Nc2cccc(S(=O)(=O)NCc3ccco3)c2)cc1,3,1
COC(=O)C1=C(c2ccc(OCc3ccccc3)cc2)C[C@@H]2CC[C@H]1N2C(=O)NC1CCN(Cc2ccccc2)CC1,-1,2
O=P1(NCCCl)OCCCN1CCCl (stereo not given),6,2
c1ccc2c(N3CCNCC3)cccc2c1,3,6
Oc1ccc2c3c1OC1c4oc5ccccc5c4C[C@@]4(O)[C@@H](C2)N(CC2CC2)CC[C@]314 (stereo not given in full),6,0
C[C@]12CC[C@H](O)CC1=CC[C@@H]1[C@@H]2CC[C@]2(C)C(=O)CC[C@@H]12,-1,7
COC(=O)C1=C(c2ccccc2)C[C@@H]2CC[C@H]1N2C(=O)N1CCOCC1,-2,3
COC1=CC2[C@@H]3Cc4ccc(OC)c(O)c4[C@]2(CCN3C)CC1=O (stereo not given in full),-3,2
CCN(CC)c1ccccc1,-5,6
COC(=O)C1=C(c2cccc(OCc3ccccc3)c2)C[C@@H]2CC[C@H]1N2C(=O)NCc1ccc([N+](=O)[O-])cc1,5,-2
COC(=O)C1=C(c2cccc(OCc3ccccc3)c2)C[C@@H]2CC[C@H]1N2C(=O)NCc1ccccc1OC,-3,7
COc1ccc2c(c1)[C@@]13CCC=C[C@H]1[C@@H](C2)NCC3,1,6
COC(=O)C1=C(c2ccc(F)cc2F)C[C@@H]2CC[C@H]1N2C(=O)NC(C)C,2,-4
CCN(CC)C(=O)c1ccc(NC(=O)c2cccc(S(=O)(=O)N3CCN(Cc4ccccc4)CC3)c2)cc1,-1,4
CC1=C(C/C(C)=C/c2ccccc2)/C(=C/CO)[C@H](O)[C@](C)(O)C12CC2,1,1
COC(=O)C1=C(c2cccc(OCc3ccccc3)c2)C[C@@H]2CC[C@H]1N2C(=O)NCc1ccc(Cl)cc1,6,3
COc1ccccc1NC(=O)COC(=O)c1cn(C)c2ccccc12,-4,-4
COC(=O)C1=C(c2c(C)noc2C)C[C@@H]2CC[C@H]1N2C(=O)NCCOc1ccccc1Cl,8,-2

Further records follow.
compound,IDE inh,IDE cell activ
COc1ccc2c(c1O)-c1c(OC)c(OC)cc3c1[C@H](C2)N(C)CC3,0,2
C[C@]12C[C@@H](O)[C@H](O)CC1=CCC1C2CC[C@@]2(C)C1CC[C@@H]2O (stereo not given in full),1,4
COc1ccc2c(c1OC)C(=O)O[C@H]2[C@@H]1c2cc3c(cc2CCN1C)OCO3,2,7
COc1cc2c(c(OC)c1OC)-c1ccc(O)cc1[C@@H](NC(C)=O)CC2,0,3
CC(=O)c1cccc(OCC(=O)N2CCN(CC(=O)Nc3cccc(F)c3)CC2)c1,3,0
COC(=O)C1=C(c2ccc(OC)c(OC)c2)C[C@@H]2CC[C@H]1N2C(=O)NCc1cc(C)oc1C(F)(F)F,1,1
OCCCCO,-8,4
Nc1cc(Cl)cc(C(=O)O)c1Cl,-1,2
N[C@@H](CCl)C(=O)O,0,1
COC1=C(OC)[C@]23CCc4ccc(OC)c(OC)c4[C@]2(CCN3C)CC1=O,-1,2
CCCNC(=O)N1[C@H]2CC[C@@H]1C(C(=O)OC)=C(c1cc3ccccc3s1)C2,-2,1
CCC(=O)c1ccc(OCC(=O)N2CCN(CC(=O)Nc3ccccc3C(F)(F)F)CC2)cc1,2,-3
Cn1cnc(CCN)c1,-4,3
CC1[C@H]2Cc3ccc(O)cc3[C@]1(C)CCN2CCc1ccccc1 (stereo not given in full),1,4
COC(=O)C1=C(c2ccc(C(C)=O)cc2)C[C@@H]2CC[C@H]1N2C(=O)NCCCOC(C)C,4,3
CC(C)=CCN1CC[C@@]2(C)c3cc(O)ccc3C[C@@H]1C2C (stereo not given in full),-1,4
C[C@]12CCC3C(CC[C@H]4C[C@H](O)CC[C@]34C)C1[C@@H](O)C[C@@H]2O (stereo not given in full),3,3
COC(=O)C1=C(c2ccc3ccccc3c2)C[C@@H]2CC[C@H]1N2C(=O)N1CCCC1,-2,4
Brc1ccc(-[n+]2c(-c3ccccc3)cc(-c3ccccc3)cc2-c2ccccc2)cc1,1,0
COC(=O)C1=C(c2ccc(OC)c(OC)c2)C[C@@H]2CC[C@H]1N2C(=O)NCCc1ccccc1,1,0

Carrying on.
compound,IDE inh,IDE cell activ
CC(=O)O[C@H]1CC[C@@]2(C)C(=CC(=O)C3C2CC[C@@]2(C)C3C[C@H](OC(C)=O)[C@@H]2OC(C)=O)C1 (stereo not given in full),1,2
Oc1c(Cl)c(Cl)c(Cl)c(Cl)c1Cl,1,3
C1CCC(NC2CCCCC2)CC1,1,1
Nc1ccccc1C(=O)OCCc1ccccc1,-4,1
COc1ccc2[nH]c3c(c2c1)CCN=C3C,2,-2
Clc1ccc(C(OCCN2CCCCC2)c2ccccc2)cc1 (stereo not given),-2,0
COC(=O)C1=C(c2cc3ccccc3o2)C[C@@H]2CC[C@H]1N2C(=O)NCc1ccco1,5,3
O=C(Cc1ccccc1)OCC(=O)N1CCN(S(=O)(=O)c2ccc(Cl)cc2)CC1,0,-1
C=CCOC(=O)c1ccccc1N,0,-3
COC(=O)C1=C(c2cc3ccccc3o2)C[C@@H]2CC[C@H]1N2C(=O)NCc1ccccc1,0,-3
CO[C@H]1C=C2CCN(C)[C@H]2C2c3cc4c(cc3C(=O)O[C@@H]21)OCO4 (stereo not given in full),-1,7
COC(=O)C1=C(c2ccc(OC(F)(F)F)cc2)C[C@@H]2CC[C@H]1N2C(=O)NCCOc1ccc(OC)cc1,0,3
Cn1cc(C(=O)OCC(=O)N2CCCCC2)c2ccccc21,8,3
O=C(OC1CCN(CCCl)CC1)C(c1ccccc1)c1ccccc1,-2,3
CCOP(=O)(OCC)OCC,4,5
C[N+](C)(N)CCOC(=O)C(O)(c1ccccc1)C1CCCCC1 (stereo not given),1,5
CCCNC(=O)N1[C@H]2CC[C@@H]1C(C(=O)OC)=C(c1ccc(F)cc1F)C2,-4,0
C[C@]12CCC3C(CC[C@H]4C[C@@H](O)CC[C@]34C)C1CCC2=O (stereo not given in full),-4,-3
COc1ccc2[nH]c(C)c(CCNCc3cn(C)c4ccccc34)c2c1,-1,-2
N#C[C@H](O[C@@H]1O[C@H](CO[C@@H]2O[C@H](CO)[C@@H](O)[C@H](O)[C@H]2O)[C@@H](O)[C@H](O)[C@H]1O)c1ccccc1,4,-4

Next section:
smiles | IDE inh | IDE cell activ
COC(=O)C1=C(c2ccc(OC)c(OC)c2)C[C@@H]2CC[C@H]1N2C(=O)NCCOc1ccc(OC)cc1 | 6 | 1
COC(=O)C1=C(c2ccccc2OCc2ccccc2)C[C@@H]2CC[C@H]1N2C(=O)NCc1ccc(C(C)(C)C)cc1 | 0 | -1
COC(=O)C1=C(c2ccc(F)cc2OCc2ccccc2)C[C@@H]2CC[C@H]1N2C(=O)N1CCC(O)CC1 | 3 | 2
Clc1ccc(C(Cn2ccnc2)OCc2csc3c(Cl)cccc23)c(Cl)c1 (stereo not given) | -2 | -3
C[N+]1(C)CCC(OC(=O)C(c2ccccc2)c2ccccc2)CC1 | -1 | -1
COC(=O)C1=C(c2ccccc2OCc2ccccc2)C[C@@H]2CC[C@H]1N2C(=O)NCCOc1ccccc1Cl | 2 | 7
COC(=O)C1=C(c2c(C)noc2C)C[C@@H]2CC[C@H]1N2C(=O)N1CCCC1 | 5 | -2
COc1cc2c(c(OC)c1OC)-c1ccc(O)c(=O)cc1[C@@H](NC(C)=O)CC2 | -2 | 0
CCCCOC(=O)c1ccccc1C(=O)OCc1ccccc1 | 2 | 2
COC(=O)C1=C(c2c(C)noc2C)C[C@@H]2CC[C@H]1N2C(=O)NCC1CC1 | -1 | 2
Cn1cc(C(=O)OCC(=O)NC2CCCC2)c2ccccc21 | 3 | 2
COC(=O)C1=C(c2ccc(OC)c(OC)c2)C[C@@H]2CC[C@H]1N2C(=O)NC1CC1 | -1 | -3
CO[C@H]1CC=C2CCN3CCC4=C(CC(=O)OC4)[C@]23C1 | 3 | -1
COC(=O)C1=C(c2ccc(F)cc2OCc2ccccc2)C[C@@H]2CC[C@H]1N2C(=O)NC(C)C | 3 | -1
COC(=O)C1=C(c2cccc(C#N)c2)C[C@@H]2CC[C@H]1N2C(=O)NC1Cc2ccccc2C1 | 5 | 0
O=[N+]([O-])c1ccccc1Cl | 2 | 4
C[C@]12CCC3C(CC[C@H]4C[C@H](O)CC[C@]34C)C1C[C@H](O)[C@@H]2O (stereo not given in full) | 5 | 0
C[C@]12CCC(=O)C=C1CCC1C2CC[C@@]2(C)C1CC[C@]2(C)O (stereo not given in full) | 0 | -1
Oc1cc(O)cc(/C=C/c2ccc(O)cc2O)c1 | -2 | -2
COC(=O)C1=C(c2cc3ccccc3o2)C[C@@H]2CC[C@H]1N2C(=O)NCCCOC(C)C | 11 | -2

Part of the list above, as labelled records.
COC(=O)C1=C(c2ccc(OC)c(OC)c2)C[C@@H]2CC[C@H]1N2C(=O)NCCOc1ccc(OC)cc1
  IDE inh: 6
  IDE cell activ: 1
COC(=O)C1=C(c2ccccc2OCc2ccccc2)C[C@@H]2CC[C@H]1N2C(=O)NCc1ccc(C(C)(C)C)cc1
  IDE inh: 0
  IDE cell activ: -1

Screens deposited in PubChem by The Scripps Research Institute Molecular Screening Center.
